RmlCD inh 1536 = blocks M. tuberculosis RmlC and RmlD coupled enzymes; AID 1533; P9WH09+P9WH11; RmlC+RmlD coupled enzyme assay, percent inhibition; primary screen in compound mixtures; hit rate 0.03% among 160,000; inhibition, % at 3.6 µM; in the data active = inhibition mostly above about 34%, no sharp cut-off; also: some results filed as inactive read as strong as hits
Target sequence (P9WH09 whole entry, looked up): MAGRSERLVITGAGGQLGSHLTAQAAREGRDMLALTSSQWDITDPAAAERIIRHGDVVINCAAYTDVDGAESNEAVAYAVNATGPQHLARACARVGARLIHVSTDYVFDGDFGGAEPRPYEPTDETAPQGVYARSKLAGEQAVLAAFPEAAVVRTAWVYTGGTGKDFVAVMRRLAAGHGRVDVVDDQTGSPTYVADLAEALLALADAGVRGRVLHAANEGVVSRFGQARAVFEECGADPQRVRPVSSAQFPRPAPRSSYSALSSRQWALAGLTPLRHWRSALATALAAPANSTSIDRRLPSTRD
Target sequence (P9WH11 whole entry, looked up): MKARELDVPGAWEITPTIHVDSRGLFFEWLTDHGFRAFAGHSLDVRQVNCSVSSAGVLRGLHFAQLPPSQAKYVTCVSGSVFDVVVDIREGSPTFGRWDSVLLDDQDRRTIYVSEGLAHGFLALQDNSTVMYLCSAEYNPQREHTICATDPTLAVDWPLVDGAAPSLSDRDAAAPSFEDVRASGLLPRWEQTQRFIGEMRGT
GlmU inhibition = inhibition of mycobacterial GlmU enzyme – biochemical, glucosamine-1-phosphate acetyltransferase (AID 1376); M. tuberculosis GlmU acetyltransferase enzyme assay; higher % means a stronger effect; inhibition, %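 (tested at 30 µM in the primary screen)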, or IC50 in µM where a hit was titrated; hit rate 0.25% among 220,000; in the data active = inhibition above about 13%;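 also: 0% = complete reaction with vehicle and 100% = reaction without substrate; strong numbers were not always called active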
Active calls of the source: *; . = not tested or not shown. These rows are one share of the data (hit frequency here may not be typical).

SMILES	RmlCD inh 1536	GlmU inhibition
COc1ccc(N(C(=O)CNC(=O)c2ccco2)C(C(=O)NC2CCCC2)c2ccncc2)cc1 (configuration not stated)	-3.2	0.2%
COC(=O)c1cc(-c2ccc(OC)c(OC)c2)on1	3.5	-3.9%
COc1ccc(NC(=O)/C(=C/c2cccs2)NC(=O)c2ccco2)cc1	-37.0	-3.7%
COc1cccc(-c2nnc(-c3ccc(C)o3)o2)c1	-13.2	4.5%
CN(C)S(=O)(=O)c1ccc(C(=O)OCC(=O)Nc2ccc(OC(F)F)cc2)cc1	.	-0.4%
CCOc1ccsc1C(=O)OC	-8.9	-3.3%
COc1cc(/C=N/NC(=O)CCC(=O)NC2CCCCC2)ccc1C	-2.6	-6.0%
CCOC(=O)C1=NN(C(=O)c2ccc(C)cc2)C(O)(c2ccc(Cl)cc2)C1 (configuration not stated)	.	-3.9%
COc1ccc(C2CC(c3ccc(F)cc3)n3nc(NS(C)(=O)=O)nc3N2)cc1 (configuration not stated)	6.4	2.9%
CC(C)(C)c1nn(-c2ccccc2)c2[nH]c(=O)c(CNc3ccc4c(c3)OCCO4)cc12	5.8	2.2%
Cn1nc(C(F)(F)F)c(-c2ccc(Br)cc2)c1NC(=O)c1ccco1	-5.1	-1.5%
COc1ccc(C(=O)/C=C/Nc2ccccn2)cc1	.	3.5%
CNC(=O)OCCc1nccn1C	-4.8	2.7%
Cc1ccc(NC(=O)Cc2ccc([N+](=O)[O-])cc2)c(Br)c1	2.4	1.2%
CSc1nn(-c2ccc(C(=O)OC(C(=O)NC(N)=O)C(C)C)cc2)c(=S)s1 (configuration not stated)	-4.2	2.4%
CCCCCP(=O)(O)c1ccccc1	.	-3.7%
COc1ccc(OC)c(-c2nc3cc4ccccc4cc3nc2-c2ccccc2)c1	8.6	-4.4%
CCN(CCNC(=O)Nc1ccc(Cl)cc1)c1ccccc1	.	4.1%
O=C(OCn1nnc2ccccc2c1=O)c1cc(-c2ccccc2)nc2ccccc12	.	-2.1%
CC(NC(=O)COC(=O)Cn1cnc2ccccc2c1=O)C1CC2CCC1C2 (configuration not stated)	1.8	-5.5%
CCOc1ccc(S(=O)(=O)N(C)c2ccc(OCC(=O)Nc3ccc4[nH]c(=O)[nH]c4c3)cc2)cc1	9.6	0.9%
Cc1cc(NC(=O)CO/N=C/c2ccc3c(c2)OCO3)ccc1Br	-7.3	-0.8%
COc1ccc2c(c1)N1CCN=C1N2C	-3.8	-4.3%
Cc1nn2c(-c3ccncc3)nnc2c2ccccc12	9.4	2.5%
C=CCOC(=O)/C(=C\c1cccc2ccccc12)NC(=O)c1ccccc1	.	-3.0%
N#Cc1ccccc1OCC(=O)NCC1(N2CCCCC2)CCCCC1	9.9	-0.2%
C1CCN=C(Nc2nn[nH]n2)CC1	5.7	3.5%
Cc1ccc(Cn2cc(S(=O)(=O)c3ccc(Cl)cc3)c(=O)c3cc(F)ccc32)cc1	-3.5	-3.8%
COc1ccccc1OCCn1cc(/C=N/NC(=O)c2ccncc2)c2ccccc21	-5.7	-1.8%
O=C(COc1ccccc1)NCC(=O)N/N=C/c1ccc(O)cc1O	.	1.4%
Cc1ccccc1N1C(=O)c2cccc([N+](=O)[O-])c2C1=O	2.5	-3.3%
O=C(c1ccc(Cl)nc1)N1CCN(S(=O)(=O)c2ccc(Cl)cc2)CC1	-2.5	-2.5%
COc1ccc(-c2nnc(SC)o2)c(OC)c1	2.1	0.9%
COc1ccccc1-c1cc(C(F)(F)F)c(C#N)c(=O)[nH]1	4.0	3.0%
Cc1cc(C)nc(SCc2nnc(SCC(=O)Nc3ccc(C)c(C)c3)o2)n1	1.7	-5.4%
CCOC(=O)c1cccc(NC(=O)c2ccco2)c1	.	-0.6%
CC1CN(CCCOc2ccccc2[N+](=O)[O-])CC(C)O1 (configuration not stated)	-0.1	1.1%
Clc1cccc(-c2nc(NCc3cccnc3)c3ccccc3n2)c1	-2.8	4.7%
COc1ccccc1NC1SC(=O)N(c2ccccc2)C1=O (configuration not stated)	-3.5	-2.0%
COc1ccc(NC(=O)Nc2cccc(F)c2)c(OC)c1	2.2	1.2%
O=C(O)c1cccc(CSc2nnc(Cc3ccccc3)o2)c1	.	-1.4%
c1ccc(/N=C2\N=C(Nc3ccccn3)c3ccccc32)nc1	.	0.2%
COc1cc(NC(=O)CN2C(=O)NC(C)(c3ccccc3)C2=O)c(C)cc1[N+](=O)[O-] (configuration not stated)	9.9	2.2%
COc1ccccc1NS(=O)(=O)c1cc(NC(=O)c2sccc2C)ccc1N1CCCC1	.	0.4%
COc1cc(C(c2c(O)c3ccccc3oc2=O)c2c(C)n(C)n(-c3ccccc3)c2=O)ccc1O (configuration not stated)	-6.3	22.1%
COc1ccc(CN2CCN(C(=O)c3cccs3)CC2)cc1Br	10.4	-0.7%
Cc1ccnc(SCCn2c(N3CCC(C)CC3)nc3c2c(=O)[nH]c(=O)n3C)n1	2.6	0.8%
COC(=O)c1cc(-c2c(C)oc3cc(OC)ccc3c2=O)c(C)o1	9.2	1.3%
Cc1c(Br)c(C(F)(F)F)nn1CC(=O)N1CCCC1	3.8	-2.7%
O=C(Cn1cc2c(n1)CCCC2)NCCCN1CCCC1	5.6	-0.9%
CCOC(=O)c1cn(-c2ccccc2)nc1-c1cccnc1	-11.7	5.2%
CCCc1cc(=O)[nH]c(SCC(=O)OCc2ccccc2)n1	8.1	4.5%
CCN(CC)S(=O)(=O)c1cccc(C(=O)Nc2cc3oc4ccccc4c3cc2OC)c1	.	4.3%
Cc1cccc(N2CCN(c3ccc(NC(=O)/C=C(/C(=O)O)c4ccccc4)cc3)CC2)c1	.	-4.3%
CC(OC(=O)c1cccnc1)C(=O)Nc1ccc2c(c1)OCO2 (configuration not stated)	-9.9	1.3%
CC(=O)C1(O)C(C)CC2C3CCC4CC(O)CCC4(C)C3=CCC21C (configuration not stated)	6.0	2.3%
COc1ccc(C(=O)CSc2nnc3ccccn23)cc1OC	-10.8	-2.2%
c1ccc2c(c1)CC1(CCCCC1)n1nnnc1-2	.	-0.9%
Cc1ccc(S(=O)(=O)N2CCN(C(=O)CC(C)(C)C)CC2)cc1	-7.8	-1.3%
CCc1nnc(NC(=O)CCC(=O)N2CCN(c3ccccn3)CC2)s1	33.2	.

Part of the list above in a different format.
SMILES | RmlCD inh 1536 | GlmU inhibition
O=C(Cn1cc2c(n1)CCCC2)NCCCN1CCCC1 | 5.6 | -0.9%
Cc1ccc(S(=O)(=O)N2CCN(C(=O)CC(C)(C)C)CC2)cc1 | -7.8 | -1.3%
Cc1c(Br)c(C(F)(F)F)nn1CC(=O)N1CCCC1 | 3.8 | -2.7%

Laid out differently: results already given.
Every second line gives: RmlCD inh 1536 | GlmU inhibition
- CCOC(=O)c1cn(-c2ccccc2)nc1-c1cccnc1
 : -11.7 | 5.2%
- CCCc1cc(=O)[nH]c(SCC(=O)OCc2ccccc2)n1
 : 8.1 | 4.5%
- CCN(CC)S(=O)(=O)c1cccc(C(=O)Nc2cc3oc4ccccc4c3cc2OC)c1
 : . | 4.3%

Continued:
SMILES	RmlCD inh 1536	GlmU inhibition
O=C(NN=C1CCCCC1)c1cc(-c2ccccc2)n[nH]1	.	2.4%
Cn1c(CCC(=O)Nc2ccc(N3CCOCC3)cc2)nc(=O)c2ccccc21	-3.1	-0.6%
O=C(COC(=O)CNC(=O)c1cccs1)Nc1ccccc1C(F)(F)F	5.8	-1.8%
O=C(COc1ccc2ccccc2c1)NC1CC1	.	1.8%
Cc1cc(C)n(CC2CC(=O)N(c3ccc(F)c(Cl)c3)C2=O)n1 (configuration not stated)	8.9	2.6%
CNCc1sccc1C	6.0	-0.1%
CCOC(=O)N1CCN(CC(=O)N2c3ccccc3CCc3ccccc32)CC1	10.7	-2.4%
COc1ccc(C(=O)CCN2CCCCCC2)cc1	.	2.4%
Cc1cccc(C)c1Nc1nnc(SCC(=O)Nc2ncc(C(F)(F)F)cc2Cl)s1	.	6.7%
CC(=O)N=C1SC2CS(=O)(=O)CC2N1c1ccc(-c2nc3ccc(C)cc3s2)cc1 (configuration not stated)	-5.9	-4.4%
Cn1ccc(=NC=C(C#N)C#N)c2ccccc21	-9.9	-3.2%
CCCn1nnc(NC(=S)NC(=O)c2cccs2)n1	.	-1.1%
N#Cc1cc(-c2ccccc2)oc1NC(=O)c1ccco1	62.9	2.1%
CCCCCCCCCCCC(=O)NC1CCS(=O)(=O)C1 (configuration not stated)	9.0	-0.9%
O=c1cc(-c2cccc(F)c2)[nH]c2ccccc12	.	0.0%
O=C(CN1CCOCC1)Nc1ccc2c(c1)OC(F)(F)O2	7.2	-3.6%
O=C(c1ccco1)N1CCN(C(c2ccccc2Cl)c2nnnn2Cc2ccco2)CC1 (configuration not stated)	9.4	.
COc1ccc(C(C)=O)cc1COC(=O)C(CO)NS(=O)(=O)c1ccc(Br)cc1 (configuration not stated)	6.1	2.3%
S=C(Nc1ccccc1Cl)Nc1ccc(Cl)cc1Cl	3.8	-2.4%
CC1=C(C(=O)NC(C)c2ccc3c(c2)OCCO3)C2(CCC(C)CC2)OC1=O (configuration not stated)	-12.2	4.1%
CCOC(=O)NC(=O)/C(N=Nc1cc(C)cc(C)c1)=C(\C)O	109.1	-3.6%
CCN1C(=O)CC(c2cccnc2)=Nc2ccccc21	.	2.1%
CN(C)S(=O)(=O)c1ccc(NC(=O)C2CC3C=CC2C3)cc1 (configuration not stated)	12.7	-1.9%
Cc1noc(C)c1COc1cccc(C(=O)Nc2ccccc2N2CCOCC2)c1	-6.7	-0.5%
CCCCCCc1cc2cc(C(=O)Nc3ccccc3)c(=O)oc2cc1O	2.3	-1.2%
COc1cccc(NC(=O)CN(c2cccc(C(F)(F)F)c2)S(C)(=O)=O)c1	2.2	7.3%
O=C1C2C3CCCC3=C3CCCC3C2C(=O)N1c1ccccc1 (configuration not stated)	.	4.2%
Cc1ccnc(N2CCN(c3cc(C)c(C#N)c4nc5ccccc5n34)CC2)c1	.	0.7%
Cc1ccc(NC(=O)/C(=C/c2cccc([N+](=O)[O-])c2)NC(=O)C2CCCCC2)cc1	.	3.7%
CN1CCN(C(=O)C2CC(c3c(F)cccc3Cl)=NO2)CC1 (configuration not stated)	.	2.3%
NSc1nc(N)c2nc(-c3ccccc3)c(-c3ccccc3)nc2n1	.	6.9%
S=C1NCN(Cc2ccccc2)CN1	10.2	-4.8%
Cc1cc(C)cc(NC(=O)CSc2nnc(Cc3cccn3C)n2-c2ccc(F)cc2)c1	-62.8	1.0%
COC(=O)C1=C(c2cc3ccccc3s2)C[C@@H]2CC[C@H]1N2C(=O)N1CCC(C)CC1	.	-1.2%
CC(C)[C@H](NS(=O)(=O)c1ccccc1)C(=O)OCn1nnc2ccccc2c1=O	6.8	-4.3%
Cc1nc(N2CCN(C(=O)c3ccco3)CC2)c2oc3ccccc3c2n1	.	-1.4%
O=C(CSc1nncc2ccccc12)N1CCOCC1	-2.5	0.8%
Cc1ccn2cc(CNC(=O)c3cccs3)nc2c1	6.4	4.4%
COc1cc2c(C(=O)N3CCN(C)CC3)c(CSc3ccccc3)n(C)c2cc1Br	0.1	-8.6%
Cc1ccc(NC(=O)CCNC(=O)c2ccccc2Cl)cc1S(=O)(=O)N(C)C	-4.2	-3.2%
O=C1c2ccc(Oc3ccc4c(c3)C(=O)N(CCCCO)C4=O)cc2C(=O)N1CCCCO	.	2.3%
CCOc1ccc(-n2cnnn2)cc1S(=O)(=O)N1CCCCC1	.	2.2%
Nc1ccccc1SCc1ccccc1	-9.6	-1.3%
CCOc1cccc(CNCCNC(=O)c2nonc2N)c1	6.0	-8.2%
Cc1cccc(OCCn2cc(/C=N/NC(=O)c3ccncc3)c3ccccc32)c1	-9.7	-3.1%
C=CCNCCOCCOc1ccc(C)cc1[N+](=O)[O-]	-15.4	-2.9%
NC(=O)C[n+]1ccc(/C=N/O)cc1	6.6	-1.4%
COc1ccc(NC(=O)CN2CCCN(S(=O)(=O)c3ccc(F)cc3)CC2)cc1	-7.0	-0.1%
Nc1nc(CN2CCN(c3ccccc3F)CC2)nc(Nc2ccc3c(c2)OCCO3)n1	-11.7	1.1%
CCCCn1cnc2c(c1=O)c1nc3ccccc3nc1n2Cc1ccc2c(c1)OCO2	-10.1	5.0%
COc1ccc(C(=O)NCS(=O)(=O)c2ccc(C)cc2)cc1	97.4	1.0%
CCC1=C(OC(=O)N(CC)CC)N2C(=O)OC(=NCC3CC3)[C@]2(Cc2ccccc2)[C@H]2C1=CC[C@H]1C(=O)NC(=O)[C@H]12	.	-1.9%
Cc1ccc(-c2nc3cccnc3o2)cc1NC(=O)COc1ccc(C(C)(C)C)cc1	-4.3	-3.1%
CCOc1ccc2nc(-c3cc(NC(C)=O)ccc3O)sc2c1	-21.1	1.8%
Cc1ccnc2nc(C(=O)OCC(=O)Nc3ccc4c(c3)OC(F)(F)O4)nn12	-6.8	4.4%
CSc1cc(C)nc(NC(C)=O)n1	.	-7.9%
CCOc1ccc(-c2noc(-c3cccnc3)n2)cc1OCC	6.0	-4.6%
O=C1CN(C(=O)COC(=O)c2cnc(Cl)c(Cl)c2)c2ccccc2N1	4.7	2.7%
O=C1NC(=S)S/C1=C/c1ccc(N2CCOCC2)o1	2.5	11.4%
Cc1nn(C)c(C)c1CN(C)C(=O)CCCC(=O)O	.	-2.4%
CCC(=O)NC1(C(F)(F)F)C(=O)NC(C)=C1C#N (configuration not stated)	.	-5.6%
Cc1ccc(NC(=O)CS(=O)CC(=O)N(C2CCCC2)C(C)C(=O)NC2CCCCC2)cc1 (configuration not stated)	-11.3	-4.8%
CCOC(=O)N1C2=NC(C(=O)OC)=C(C(=O)OC)[C@@H]3N(Cc4ccccc4)c4ccccc4[C@]23C[C@H]1C(=O)OC	.	-3.0%

Assay outcomes (PubChem BioAssay)
